# Screening results from PubChem BioAssay.
# CHRM4 PAM – human M4 muscarinic receptor positive allosteric modulators, primary screen, CHO-K1 cells, Fluo-8 calcium fluorescence. Muscarinic acetylcholine receptor M4 (Homo sapiens), P08173. CHO-K1 hM4/Gqi5, ACh EC20; 0% = ACh EC20, 100% = maximal ACh. activation, % at 3 µM. 360,000 tested, 0.4% active. AID 624126, 2012;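 active = activation above its plate's cutoff, the mean activation of sample wells plus 3 SD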; note: some results filed as inactive read as strong as hits
# CRFBP-R2 block – antagonists of CRF-BP/CRF-R2 complex, primary screen, cell-based, HEK293, calcium dye fluorescence, uHTS | AID 588475, 2011 | CRF-induced calcium fluorescence | inhibition, % at 11.8 µM | 350,000 tested, 0.59% active;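 active = inhibition of the ligand-induced calcium signal above about 50% at the single tested concentration, limit read from the data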
# M5 antag – human M5 muscarinic receptor antagonists, primary screen, CHO cells, Fluo-8 calcium fluorescence; inhibition, % at 3 µM; AID 624040, 2012; 360,000 tested, 0.59% active; CHO-hM5 cells, ACh EC80; Muscarinic acetylcholine receptor M5 (Homo sapiens), P08912;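 active = inhibition above a per-plate cutoff, the mean of that plate's test compounds plus 3 SD, cut at about 27% in these data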;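 note: 0% = acetylcholine EC80 with DMSO and 100% = DMSO without agonist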
# Target sequence (P08912 whole entry, looked up): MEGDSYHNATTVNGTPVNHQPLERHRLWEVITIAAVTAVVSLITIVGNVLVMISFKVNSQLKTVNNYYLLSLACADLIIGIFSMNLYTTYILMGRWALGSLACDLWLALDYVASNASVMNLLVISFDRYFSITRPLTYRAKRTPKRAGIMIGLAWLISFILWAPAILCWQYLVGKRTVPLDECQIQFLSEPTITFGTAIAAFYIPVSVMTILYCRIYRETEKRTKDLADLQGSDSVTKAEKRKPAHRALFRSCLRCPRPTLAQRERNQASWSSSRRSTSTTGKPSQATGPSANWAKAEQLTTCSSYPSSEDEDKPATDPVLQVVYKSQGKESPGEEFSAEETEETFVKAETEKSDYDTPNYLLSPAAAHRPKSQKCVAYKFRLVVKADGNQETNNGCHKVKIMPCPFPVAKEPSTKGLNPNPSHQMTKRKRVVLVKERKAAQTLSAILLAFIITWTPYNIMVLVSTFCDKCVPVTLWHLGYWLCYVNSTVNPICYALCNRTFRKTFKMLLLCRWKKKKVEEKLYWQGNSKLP
# M5 PAM – human M5 muscarinic receptor positive allosteric modulators, primary screen, CHO-K1 cells, Fluo-8 calcium fluorescence; 360,000 tested, 0.3% active; activation, % at 3 µM; Muscarinic acetylcholine receptor M5 (Homo sapiens), P08912; AID 624038, 2012; CHO-K1 hM5, ACh EC20 PAM; 0% = ACh EC20, 100% = ACh EC100;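 active = activation above the run cutoff, the mean activation of all test compounds plus 3 SD, cut at about 18% in these data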
#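 System – CHO-K1 hM5 cells · Compound – 3 µM, single dose · Incubation – compound preincubation 140 s before EC20 acetylcholine addition · Technique – Fluo-8 calcium fluorescence · Measure – Max/basal fluorescence ratio as % of EC20–EC100 ACh window · Benchmarks – low control EC20 acetylcholine (0%), high control EC100 acetylcholine (100%) · Replication – singlicate, one well per test compound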
# CRFR2-BP ag – agonists of CRF-BP/CRF-R2 complex, primary screen, cell-based, HEK293, calcium dye fluorescence, uHTS; CRF-binding protein / CRF receptor 2 complex (human); calcium dye fluorescence (FLIPR); percent of saturating CRF peptide response; activation, % at 13.2 µM; 350,000 tested, 0.46% active;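 active = activation of at least 50%, plus an integration ratio under a set limit after plate pattern correction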;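 note: plate controls were neutral control wells without compound for no effect and CRF at EC100 for full effect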
# CHO-K1 Ca PAM – nonselective calcium activators in parental CHO-K1 cells, primary screen, counter-screen for M1 PAM project, cell-based, Fluo-8 calcium fluorescence, full deck, 1536-well; AID 602247, 2012; 360,000 tested, 0.02% active; activation, % at 3 µM; ATP EC20; 0% at ATP EC20, 100% at ATP max;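 active = activation above the run cutoff, the mean activation of all test compounds plus 3 SD, cut at about 40% in these data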;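 note: peak over basal fluorescence ratio in a 140 s read after ATP addition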
# TAAR1 antag – human TAAR1 antagonists, primary screen, Fluo-8 calcium fluorescence, CHO RD-HGA16 cells; antagonist; inhibition, % at 3 µM; 360,000 tested, 1.5% active; AID 624466, 2012;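 active = inhibition above a per-plate cutoff, the mean inhibition of test compounds on that plate plus 3 SD, cut at about 49% in these data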;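 note: 0% = DMSO plus EC80 beta-PEA response and 100% = DMSO alone without agonist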
# Target sequence (Q96RJ0 whole entry, looked up): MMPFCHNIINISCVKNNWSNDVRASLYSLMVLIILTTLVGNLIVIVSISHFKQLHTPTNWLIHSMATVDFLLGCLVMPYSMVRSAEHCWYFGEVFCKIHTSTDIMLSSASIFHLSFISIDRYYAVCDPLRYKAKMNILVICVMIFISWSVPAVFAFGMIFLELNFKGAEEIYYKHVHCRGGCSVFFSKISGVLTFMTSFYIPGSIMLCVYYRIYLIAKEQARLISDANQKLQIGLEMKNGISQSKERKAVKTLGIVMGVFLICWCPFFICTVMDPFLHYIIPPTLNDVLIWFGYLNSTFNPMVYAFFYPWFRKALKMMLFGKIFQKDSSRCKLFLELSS
#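 Material: CHO RD-HGA16 cells bearing hTAAR1; compound dosing: one-point dosing, 3 µM nominal final; schedule: dye loading 75 min at 37 °C, then 30 min room temperature; measured by: calcium fluorescence with Fluo-8; control set: vehicle and agonist controls; replication: n of 1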
# M5 ag – human M5 muscarinic receptor agonists, primary screen, CHO-K1 cells, Fluo-8 calcium fluorescence; activation, % at 3 µM; CHO-K1 hM5 cells; 0% DMSO wells, 100% maximal acetylcholine response; 360,000 tested, 0.19% active; Muscarinic acetylcholine receptor M5 (Homo sapiens), P08912;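 active = activation above the run's mean over test compounds plus 3 SD, cut at about 23% in these data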;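 note: signal is peak over basal fluorescence ratio across the kinetic read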
# TAAR1 ag – human TAAR1 agonists, primary screen, Fluo-8 calcium fluorescence, CHO RD-HGA16 cells. activation, % at 3 µM. AID 624467, 2012. vehicle wells 0%, saturating PEA agonist 100%. Trace amine-associated receptor 1 (Homo sapiens), Q96RJ0. 360,000 tested, 0.99% active;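 active = activation above the mean activation of all test compounds in the run plus 3 SD, cut at about 38% in these data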
#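 Benchmarks: low control DMSO, high control PEA (EC100); System: CHO RD-HGA16 cells carrying human TAAR1 plus Gα16; Detection: Fluo-8 fluorescence, 5 s baseline then 140 s kinetic read; Schedule: 17-24 h plating, Fluo-8 75 min 37 °C, 30 min RT; Read-out basis: % activation from peak over basal fluorescence ratio, DMSO-to-PEA scaled.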
# * hit, by the source's call; . = not tested or not shown.
# Results follow in this order: CHRM4 PAM	CRFBP-R2 block	M5 antag	M5 PAM	CRFR2-BP ag	CHO-K1 Ca PAM	TAAR1 antag	M5 ag	TAAR1 ag
1) Cc1cc(C(=O)OCC(=O)N2CCC(c3ccccc3)=N2)ccc1[N+](=O)[O-]
 : 6	-6	1	2	-0.4	-11	12	1	2
2) CC1(C)Cc2c(cnn2-c2cccc(F)c2)C(NC(=O)C2CCOCC2)C1 (stereo not drawn)
 : 2	6	6	-6	0.6	14	-30	-4	2
3) CC1CCN(C(=O)NC(=O)c2ccccc2)CC1
 : 0	-3	9	-1	-0.7	-3	-8	-1	-1
4) CC(C)c1c(C(=O)N/N=C/c2ccc3c(c2)OCO3)nnn1-c1nonc1N
 : 0	-33	-8	5	2.9	0	-3	-1	2
5) COc1ccc(C(=O)N/N=C/c2ccc(OC(=O)c3cccc4ccccc34)c([N+](=O)[O-])c2)cc1
 : -4	-26	0	-1	0.0	11	15	0	4
6) Cc1ccc2nc(SCC(=O)Nc3ccc4c(c3)OCCO4)nc(=O)n2c1
 : 9	7	-8	9	-2.2	13	-1	2	1
7) Cc1ccccc1CNC(=O)CCCn1ncn2c(cc3occc32)c1=O
 : -1	-1	-5	-2	-1.8	4	-15	1	2
8) CSc1nc(Oc2ccc3ccccc3c2)c2sccc2n1
 : -8	5	-7	2	6.9	19	-6	3	7
9) Cc1cc(C)n2nc(C(=O)OCC(=O)N(C)C3CCCCC3)nc2n1
 : 2	4	10	-4	-1.0	4	7	1	1
10) Cc1ccccc1Cn1c(=O)c2c(nc3n2CCCN3Cc2ccccc2)n(C)c1=O
 : 19	0	-1	-2	-1.8	0	-3	-9	7
11) COC(=O)[C@]1(C)N[C@H](CN(C)S(=O)(=O)c2ccc(F)cc2)[C@@H]2C(=O)N(C)C(=O)[C@@H]21
 : .	30	.	.	5.6	.	-12	.	5
12) CCN(CC)CCOC(=O)c1c(C)n(C)c2ccc(OC)cc12
 : 4	-26	-4	6	19	-5	-5	-6	7
13) COc1cccc(NC(=O)CN(C)C(=O)/C=C/c2cn(-c3ccccc3)nc2-c2ccc(OC)c(OC)c2)c1
 : -5	-2	13	-10	1.1	2	38	4	11
14) CCC(=O)Nc1nnc(Cc2ccccc2)s1
 : 2	-15	16	-9	-0.1	14	5	-3	9
15) COc1ccc(C(=O)c2cnc3cc4c(cc3c2C)OCO4)cc1
 : -4	0	-7	-12	2.6	8	3	-11	11
16) CC(=O)c1ccc(NC(=O)Cn2cnc(S(=O)(=O)N3CCOCC3)c2)cc1
 : 1	-3	2	5	0.5	4	9	-4	1
17) COC(=O)c1ccc(NC(=S)Nc2ccccn2)cc1
 : -2	-2	0	-4	0.7	12	7	-2	0
18) COc1ccc(S(=O)(=O)N(C)C)cc1NC(=O)CN1C(=O)NC2(CCCC2)C1=O
 : -3	-3	4	-2	-0.1	4	8	-3	-3
19) CC(c1ccccc1)N(C)C(=O)CSc1nnc(C2CC2)n1C1CC1 (stereo not drawn)
 : 8	2	2	3	-0.9	-1	13	-1	15
20) COc1cccc(-c2nc3ccc(C(=O)N4CCCC(O)C4)cc3o2)c1 (stereo not drawn)
 : 1	-2	15	-10	-1.1	5	-4	-4	1

# 16 of the compounds above, bar-delimited:
entry | Molecule | CHRM4 PAM | CRFBP-R2 block | M5 antag | M5 PAM | CRFR2-BP ag | CHO-K1 Ca PAM | TAAR1 antag | M5 ag | TAAR1 ag
5 | COc1ccc(C(=O)N/N=C/c2ccc(OC(=O)c3cccc4ccccc34)c([N+](=O)[O-])c2)cc1 | -4 | -26 | 0 | -1 | 0.0 | 11 | 15 | 0 | 4
6 | Cc1ccc2nc(SCC(=O)Nc3ccc4c(c3)OCCO4)nc(=O)n2c1 | 9 | 7 | -8 | 9 | -2.2 | 13 | -1 | 2 | 1
7 | Cc1ccccc1CNC(=O)CCCn1ncn2c(cc3occc32)c1=O | -1 | -1 | -5 | -2 | -1.8 | 4 | -15 | 1 | 2
8 | CSc1nc(Oc2ccc3ccccc3c2)c2sccc2n1 | -8 | 5 | -7 | 2 | 6.9 | 19 | -6 | 3 | 7
9 | Cc1cc(C)n2nc(C(=O)OCC(=O)N(C)C3CCCCC3)nc2n1 | 2 | 4 | 10 | -4 | -1.0 | 4 | 7 | 1 | 1
10 | Cc1ccccc1Cn1c(=O)c2c(nc3n2CCCN3Cc2ccccc2)n(C)c1=O | 19 | 0 | -1 | -2 | -1.8 | 0 | -3 | -9 | 7
11 | COC(=O)[C@]1(C)N[C@H](CN(C)S(=O)(=O)c2ccc(F)cc2)[C@@H]2C(=O)N(C)C(=O)[C@@H]21 | . | 30 | . | . | 5.6 | . | -12 | . | 5
12 | CCN(CC)CCOC(=O)c1c(C)n(C)c2ccc(OC)cc12 | 4 | -26 | -4 | 6 | 19 | -5 | -5 | -6 | 7
13 | COc1cccc(NC(=O)CN(C)C(=O)/C=C/c2cn(-c3ccccc3)nc2-c2ccc(OC)c(OC)c2)c1 | -5 | -2 | 13 | -10 | 1.1 | 2 | 38 | 4 | 11
14 | CCC(=O)Nc1nnc(Cc2ccccc2)s1 | 2 | -15 | 16 | -9 | -0.1 | 14 | 5 | -3 | 9
15 | COc1ccc(C(=O)c2cnc3cc4c(cc3c2C)OCO4)cc1 | -4 | 0 | -7 | -12 | 2.6 | 8 | 3 | -11 | 11
16 | CC(=O)c1ccc(NC(=O)Cn2cnc(S(=O)(=O)N3CCOCC3)c2)cc1 | 1 | -3 | 2 | 5 | 0.5 | 4 | 9 | -4 | 1
17 | COC(=O)c1ccc(NC(=S)Nc2ccccn2)cc1 | -2 | -2 | 0 | -4 | 0.7 | 12 | 7 | -2 | 0
18 | COc1ccc(S(=O)(=O)N(C)C)cc1NC(=O)CN1C(=O)NC2(CCCC2)C1=O | -3 | -3 | 4 | -2 | -0.1 | 4 | 8 | -3 | -3
19 | CC(c1ccccc1)N(C)C(=O)CSc1nnc(C2CC2)n1C1CC1 (stereo not drawn) | 8 | 2 | 2 | 3 | -0.9 | -1 | 13 | -1 | 15
20 | COc1cccc(-c2nc3ccc(C(=O)N4CCCC(O)C4)cc3o2)c1 (stereo not drawn) | 1 | -2 | 15 | -10 | -1.1 | 5 | -4 | -4 | 1

# Entries of single compounds from above. Screens in order: CHRM4 PAM | CRFBP-R2 block | M5 antag | M5 PAM | CRFR2-BP ag | CHO-K1 Ca PAM | TAAR1 antag | M5 ag | TAAR1 ag
# CC1(C)Cc2c(cnn2-c2cccc(F)c2)C(NC(=O)C2CCOCC2)C1 (stereo not drawn) is listed as 2 | 6 | 6 | -6 | 0.6 | 14 | -30 | -4 | 2
# Cc1cc(C)n2nc(C(=O)OCC(=O)N(C)C3CCCCC3)nc2n1 is listed as 2 | 4 | 10 | -4 | -1.0 | 4 | 7 | 1 | 1

# (list continues)
# Results follow in this order: CHRM4 PAM	CRFBP-R2 block	M5 antag	M5 PAM	CRFR2-BP ag	CHO-K1 Ca PAM	TAAR1 antag	M5 ag	TAAR1 ag
21) CCC(CC)C(=O)Nc1nnc(S(=O)(=O)Nc2ccc(OC)cc2)s1
 : -1	-28	9	5	-3.3	-5	-12	-3	10
22) CC(C)(CSc1ccccn1)NS(=O)(=O)c1ccc(Cl)cc1
 : 3	-3	-4	-2	-12	25	-13	-8	-1
23) CC1CCCN(C(=O)COC(=O)c2cc(-c3cccs3)nn2-c2ccccc2)C1 (stereo not drawn)
 : -12	6	7	-24	-2.4	-29	-30	-10	1
24) Cc1ccc(C)c(N2CN(Cc3ccco3)CNC2=S)c1
 : -5	4	-6	2	-3.5	-6	11	1	2
25) CCc1ccc2[nH]c(=O)c(CN(Cc3ccco3)C(=S)NCC3CCCO3)cc2c1 (stereo not drawn)
 : 7	-25	1	-7	-0.3	20	-12	-4	6
26) CN=C(Nc1ccccc1)SC1CC(=O)N(c2cccc(OC)c2)C1=O (stereo not drawn)
 : -8	5	-1	-6	-0.2	7	8	-1	3
27) COc1ccc(/C=C2\SC(=O)N(CC(=O)NNC(=O)c3ccccc3O)C2=O)cc1OC
 : 8	-1	-12	4	-2.4	26	-11	-3	1
28) O=[N+]([O-])c1ccccc1/C=N\N1CCN(c2ccccc2)CC1
 : -2	6	-8	-4	-0.1	7	-9	-4	5
29) O=C1CCC2(CC1)NC(=O)N(c1ccccc1)N2
 : 13	6	-5	10	1.4	-9	-5	1	5
30) O=C(NC1CCCCC1)c1cc2ccccc2cc1O
 : 4	4	1	4	-2.3	-8	-5	-5	-3
31) COc1ccc(-c2ccnc(SCC(=O)N3CCOCC3)n2)cc1
 : -12	21	-1	-1	0.5	7	-6	1	-3
32) O=C(NCCc1ccc(Cl)cc1Cl)c1cncc(Br)c1
 : -2	-12	16	-7	-1.2	6	-1	-1	2
33) O=C(NC1CCCCC1)C1CCC(CNS(=O)(=O)c2ccccc2)CC1 (stereo not drawn)
 : -7	-17	16	-2	-0.8	9	7	0	4
34) CCOc1cc(/C=N/NC(=O)C(C)Sc2ccccc2)ccc1O (stereo not drawn)
 : -1	15	11	-1	-1.8	6	-3	-1	8
35) C[C@H](CO)N1C[C@H](C)[C@@H](CN(C)S(=O)(=O)c2cccs2)Oc2ccc(NC(=O)NC3CCCCC3)cc2C1=O
 : 3	-3	16	-7	-0.8	13	5	-6	15
36) O=C(COC(=O)c1cccnc1Cl)NCCC1=CCCCC1
 : 2	-2	3	2	0.3	2	12	-1	4
37) Cc1ccc(C2Nc3ccccc3C(=O)N2CCCN2CCOCC2)cc1 (stereo not drawn)
 : 4	-9	3	6	2.0	13	-14	-2	6
38) COC(=O)c1ccc(C(=O)OCc2nc3cc4ccccc4cc3[nH]2)cc1
 : -2	-4	1	-9	0.0	11	20	-5	3
39) COc1cccc(-c2nc(CSCC(=O)N3CCc4ccccc43)c(C)o2)c1
 : 14	6	-7	1	3.0	12	-11	-1	0
40) Cc1ccc(C(=O)COC(=O)CN2C(=O)C3C4C=CC(C4)C3C2=O)cc1[N+](=O)[O-] (stereo not drawn)
 : 1	-1	8	-2	1.8	-4	.	2	.
41) COc1ccc(OC)c(/C=C/C(=O)OCC(=O)Nc2cccc(C(C)=O)c2)c1
 : -4	-18	14	-6	-0.5	17	19	0	5
42) CC(=O)Nc1ccc(S(=O)(=O)NCC(=O)NCCc2ccc(S(N)(=O)=O)cc2)cc1
 : -1	-19	3	-3	0.2	13	11	-1	4
43) CCOC(=O)c1c(CSC(=N)N)n(-c2ccccc2)c2cc(Br)c(OC(C)=O)cc12
 : 9	-43	7	15	1.7	16	15	-1	30
